TCR-CD3 inh: inhibitors of human TCR-CD3 interaction, primary screen, biochemical, fluorescence, TAMRA-labeled TCR probe; T-cell receptor (TCR); inhibition, % at 9.4 µM; actives 0.37% (n = 360,000); in the data active means inhibition above about 19%;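 further: recombinant mutant TCR 2C K166C tagged with TAMRA read by polarization; 0% = receptor in buffer alone and 100% = receptor with positive control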
UHRF1 MBD2 ctr: UHRF1 methylated DNA binding inhibitors, primary screen, counter-screen for MBD2 inhibitor project, biochemical, TR-FRET, human UHRF1, single concentration. E3 ubiquitin-protein ligase UHRF1 (Homo sapiens), Q96T88. UHRF1 binding to methylated oligo. inhibition, % at 4.4 µM. actives 0.75% (n = 370,000); in the data active means inhibition above about 21%;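 further: UHRF1 SRA domain binding a hemimethylated CpG hairpin DNA probe; 0% = median of test compound wells and 100% = reference inhibitor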
Target sequence (Q96T88 whole entry, looked up, the tested form may be a part): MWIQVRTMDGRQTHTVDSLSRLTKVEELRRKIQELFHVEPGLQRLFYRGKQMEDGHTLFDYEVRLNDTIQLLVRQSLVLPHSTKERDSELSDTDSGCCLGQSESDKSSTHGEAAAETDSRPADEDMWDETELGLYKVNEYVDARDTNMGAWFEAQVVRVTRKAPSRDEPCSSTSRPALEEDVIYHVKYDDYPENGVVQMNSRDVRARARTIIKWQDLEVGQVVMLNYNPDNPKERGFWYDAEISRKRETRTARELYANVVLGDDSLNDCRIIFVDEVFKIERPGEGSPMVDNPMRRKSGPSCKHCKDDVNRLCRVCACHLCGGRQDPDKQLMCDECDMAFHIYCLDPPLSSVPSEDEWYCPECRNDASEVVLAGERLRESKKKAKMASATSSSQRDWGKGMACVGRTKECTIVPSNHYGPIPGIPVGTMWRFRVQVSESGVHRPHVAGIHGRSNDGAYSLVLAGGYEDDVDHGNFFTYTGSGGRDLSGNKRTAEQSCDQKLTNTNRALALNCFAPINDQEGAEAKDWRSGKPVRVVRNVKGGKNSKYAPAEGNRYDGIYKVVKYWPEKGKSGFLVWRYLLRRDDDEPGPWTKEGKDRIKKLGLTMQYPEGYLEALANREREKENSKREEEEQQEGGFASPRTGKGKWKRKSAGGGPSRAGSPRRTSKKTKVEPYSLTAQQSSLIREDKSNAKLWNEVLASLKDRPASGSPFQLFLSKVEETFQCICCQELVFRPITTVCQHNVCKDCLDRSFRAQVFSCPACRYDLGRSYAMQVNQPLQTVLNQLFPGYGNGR
rCAG RNA binder: binders of r(CAG) RNA repeats, primary screen, biochemical, fluorescence; r(CAG) RNA repeat, TO-PRO-1 dye displacement fluorescence; inhibition, % at 3 µM; actives 1.3% (n = 370,000); AID 651821, 2012;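 active means inhibition above the plate cutoff, the mean of all test compounds on that plate plus 3 SD, cut at about 35% in these data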;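 further: 0% = DMSO alone and 100% = 100 µM mitoxantrone as full dye displacement; higher means more dye released from RNA so lower well fluorescence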
MBD2 DNA inh: inhibitors of MBD2 binding to methylated DNA, primary screen, biochemical, TR-FRET, DNA-binding domain, human; Methyl-CpG-binding domain protein 2 (Homo sapiens), Q9UBB5; MBD2 binding to methylated oligonucleotide; inhibition, % at 4.4 µM; actives 0.31% (n = 370,000); in the data active means inhibition above about 13%
LEDGF integ inh: blockers of LEDGF/p75-dependent integrase strand transfer – biochemical, TR-FRET, high throughput, primary screen | HIV-1 integrase (with human LEDGF/p75) | TR-FRET IN-LEDGF/p75 DNA integration, Eu/Cy5 | inhibition, % at 3.7 µM | actives 0.64% (n = 370,000);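 active means inhibition above the screen-wide mean plus 3 SD, cut at about 13% in these data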;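 further: signal is the Cy5 over europium emission ratio at 671 and 618 nm; 0% = plate median of compound wells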
HTRA1 inh: HTRA1 serine protease inhibitors, primary screen, biochemical, fluorescence polarization, HTS | Q92743 | recombinant HTRA1, FP-rhodamine activity-based probe | inhibition, % at 5.96 µM | actives 0.5% (n = 340,000); in the data active means inhibition above about 36%;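 further: 0% = enzyme with DMSO and 100% = wells lacking enzyme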
PRMT1 inh: PRMT1 methyltransferase inhibitors, primary screen, biochemical, fluorescence polarization; Protein arginine N-methyltransferase 1 (Homo sapiens), Q99873; recombinant PRMT1, activity-based probe fluorescence polarization; inhibition, % at 2.79 µM; actives 1.3% (n = 370,000);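 active means inhibition above about 21% made by adding two undisclosed values, limit read from the data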
Rev-erbA mod: modulators of Rev-erb alpha DNA binding, primary screen, biochemical, FITC-DNA, fluorescence polarization, uHTS. Rev-erbα–FITC-DNA binding, 90 min. activity, % at 10 µM. actives 0.79% (n = 370,000). AID 1259318, 2017;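 active means activity above about 14%, limit read from the data; passing the limit was not always enough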;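 further: 0% = DMSO wells with 35 nM protein and 100% = DMSO wells with 750 nM protein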
PG9 binder: binders of HIV-1 gp120 antibody PG9, primary screen, biochemical, TR-FRET. HIV-1 gp120 / PG9 antibody interaction. TR-FRET gp120-PG9 antibody binding. inhibition, % at 6.7 µM. actives 0.43% (n = 360,000). AID 624416, 2012; in the data active means inhibition above about 8.5%
mABHD4 FP: ABHD4 inhibitors, primary screen, biochemical, fluorescence polarization, mouse; actives 0.54% (n = 370,000); inhibition, % at 8.92 µM; AID 720543, 2013; purified mABHD4, FP-Rh probe fluorescence polarization; (Lyso)-N-acylphosphatidylethanolamine lipase (Mus musculus), Q8VD66;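 active means inhibition exceeding the mean over every tested compound plus 3 SD, cut at about 30% in these data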;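 further: 0% = plate median of compound wells and 100% = S159A mutant with DMSO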
Target sequence (Q8VD66 whole entry, looked up): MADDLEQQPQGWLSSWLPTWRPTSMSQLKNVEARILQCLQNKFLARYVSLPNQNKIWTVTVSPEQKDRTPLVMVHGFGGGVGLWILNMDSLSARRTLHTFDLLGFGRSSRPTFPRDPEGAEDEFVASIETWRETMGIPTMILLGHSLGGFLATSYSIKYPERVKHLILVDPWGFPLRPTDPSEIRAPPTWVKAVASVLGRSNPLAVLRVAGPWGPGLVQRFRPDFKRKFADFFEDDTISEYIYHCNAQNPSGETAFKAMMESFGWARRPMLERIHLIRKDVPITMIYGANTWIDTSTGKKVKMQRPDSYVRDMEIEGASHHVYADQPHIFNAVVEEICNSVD
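Test system: mABHD4 protein | Buffer or medium: HEPES pH 7.0 buffer, 150 mM NaCl, 0.01% Pluronic F-127 | Probe or stimulus: FP-Rh fluorescent activity-based probe, added after compound pre-incubation | Timing: Pre-incubation 45 min, probe exposure 60 min, at 25 °C | Technique: Fluorescence polarization, excitation 525 nm, emission 598 nm, BODIPY TMR filters | Repeats: Single well per compound (singlicate)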
Active calls of the source: *; . = no result given.

SMILES	TCR-CD3 inh	UHRF1 MBD2 ctr	rCAG RNA binder	MBD2 DNA inh	LEDGF integ inh	HTRA1 inh	PRMT1 inh	Rev-erbA mod	PG9 binder	mABHD4 FP
C=CCNCCOc1cccc(Br)c1	4	0	0	0	-1	6	-3	3	-1.4	-2
CCCNC(=O)C1CC(c2ccccc2C(F)(F)F)=NO1 (configuration not stated)	-1	4	-3	0	1	-6	-1	0	-2.0	-1
O=C(Nc1ccc2c(c1)CCC2)c1cccc(S(=O)(=O)Nc2ccccc2Cl)c1	7	-5	57*	-5	0	-37	-1	-3	-3.5	-30
Cc1ccc(NS(=O)(=O)c2ccc(C)c(NC(=S)NCCN3CCOCC3)c2)c(C)c1	-4	2	0	-2	-5	-6	7	-1	0.4	-3
Cc1ccc(C(=O)N/N=C\c2ccc(-c3ccc([N+](=O)[O-])cc3)o2)cn1	6	-3	5	-6	3	4	-2	13	-3.7	1
O=C(NNC(=O)c1cccc(-n2cccc2)c1)c1ccc(F)cc1	5	14	22	10	3	-7	7	-12	-0.4	-11
CC(NC(=O)c1ccccc1)C(=O)NC1CCCc2ccccc21 (configuration not stated)	3	1	-4	-1	-1	3	-6	5	0.5	2
C/C(=N\Nc1ccc(C(=O)O)cc1)c1ccc2c(c1)Nc1ccccc1S2	0	0	39*	-5	7	35	3	3	-6.8	43*
CCc1ccc(C2C(C#N)=C(N)Oc3cc(N)ccc32)cc1 (configuration not stated)	2	-2	14	-2	7	4	6	13	-0.8	28
O=C(Cc1ccc(Cl)cc1)NN1C(=O)c2ccccc2C1=O	7	-1	4	0	1	7	-2	1	-2.9	-10
COc1ccc(N=Cc2sc3ccccc3c2Cl)cc1	-2	2	-1	3	-3	0	0	-5	-1.7	2
O=C(Nc1nnc(C2=COCCO2)o1)c1ccc([N+](=O)[O-])s1	0	-7	5	-4	5	0	-7	-3	-3.3	11
N#CC(C#N)=CNc1cccnc1	7	-3	-2	2	0	2	0	-2	-0.6	3
CC(Oc1ccc2c3c(c(=O)oc2c1)CCC3)C(=O)NC1CCN(Cc2ccccc2)CC1 (configuration not stated)	3	-2	-4	-1	0	2	-3	4	-1.9	2
NC(=O)COC(=O)CSc1ccc2ccccc2c1	-5	4	0	0	2	-1	-1	-4	-1.8	-5
CC(C)(C)c1ccc(C(=O)NC(=S)NCc2cccnc2)cc1	2	-2	-8	4	3	-12	-1	4	-1.7	-5
COC(=O)C(C)(C)ONC(=O)Nc1ccccc1Cl	0	-1	-4	3	0	-5	1	-3	-1.3	3
CCOC(=O)c1ccc(COC(=O)CNC(=O)CNC(=O)c2ccc(OC)cc2)o1	4	-2	-2	-1	-2	4	1	0	-1.4	-3
COCC(=O)Nc1sc2c(c1C(=O)OC)CCCC2	-1	1	4	0	-1	-7	-1	-2	-2.0	-7
CNc1cncc(-c2cccc(C(=O)N(C)C)c2)n1	-2	1	1	0	-4	.	1	-6	0.8	3
CC(=O)CSc1nc(-c2cccs2)c(C#N)c(=O)[nH]1	-1	3	11	0	2	-2	2	1	49*	-4
COc1ccc(NC(=O)CC2Nc3ccccc3NC2=O)c([N+](=O)[O-])c1 (configuration not stated)	-8	1	2	-4	-1	9	1	13	1.1	4
Cc1ccc(S(=O)(=O)Nc2ccc(Br)cc2C(NCC(=O)O)c2ccccc2)cc1 (configuration not stated)	1	-1	73*	0	2	-10	-2	1	-0.6	11
CC(OC(=O)c1cc(S(=O)(=O)N2CCOCC2)ccc1F)C(=O)NC1CCCCC1C (configuration not stated)	10	-2	-4	-4	0	1	-5	2	-0.5	0
COc1ccc2c(c1)cc(C(=O)N/N=C/c1c(O)c(C(=O)O)cc3ccccc13)n2C	37*	2	91*	-2	-3	55*	2	1	2.5	19
Cc1ccc(C(=O)n2nc(C#N)c(C#N)c2N)cc1	-3	3	2	-1	-4	4	6	-1	0.9	7
Brc1cnc2ccccc2c1N1CCCCC1	-3	3	-1	2	-2	-4	1	11	0.4	-3
Cc1nonc1NC(=O)c1oc2ccc(F)cc2c1C	-2	-3	0	2	2	2	-1	-3	-0.1	-2
Cc1cc(-c2nnc(SCC(=O)Nc3ccccc3C(F)(F)F)n2N)n[nH]1	10	1	-2	-2	-1	-2	2	-5	-2.4	-2
COc1ccc(CNC(=O)CN(C(=O)c2csnn2)c2ccc(F)cc2)cc1	2	1	-1	-3	-2	-3	-7	-4	-2.9	2
COc1ccc(NC(=O)C(CC(=O)O)Cc2ccc(Br)cc2)cc1 (configuration not stated)	2	-2	3	5	0	0	-5	-1	-1.3	1
COc1c(Cl)cc(Cl)cc1C(=O)Nc1ccccc1N1CCN(C(C)=O)CC1	-4	2	-4	1	-3	4	-1	5	-1.0	-5
Cc1ccc(Nc2nnc(SCC(=O)Nc3ncc(C(F)(F)F)cc3Cl)s2)cc1	-4	4	6	2	-2	-5	5	1	-2.0	6
COc1ccc(NC(=O)NC(c2ccccc2)c2ccccc2)c(OC)c1	3	4	1	0	2	6	-4	0	0.2	3
COc1ccc(-c2nc3c(Cl)cc(C(F)(F)F)cn3c2Cc2ccsc2)cc1OC	0	11	17	3	-4	.	6	-5	0.4	-6
Cc1ccc2nsnc2c1NC(=O)COc1ccccc1F	2	1	-2	0	0	8	0	-1	2.2	9
CC(C)NC(=O)N(C)C[C@@H]1Oc2ncc(-c3cccc(C#N)c3)cc2C(=O)N([C@H](C)CO)C[C@@H]1C	-7	-3	2	-2	-3	0	-3	-4	-1.6	3
Cc1ccc(NC(=S)N(Cc2cccs2)Cc2cc3cc(C)cc(C)c3[nH]c2=O)cc1	9	0	-1	1	0	0	-4	0	-1.7	0
COc1ccc(N/C(C)=C2/C(=O)C(=O)N(CCO)C2c2ccc([N+](=O)[O-])cc2)cc1 (configuration not stated)	-5	2	1	-3	4	0	-2	-6	-0.1	-3
Cc1ccc(C(C)C)cc1OCC(=O)N/N=C/c1ccc2c(c1)OCCO2	3	2	1	1	1	-47	-1	0	-1.9	-25
Cn1c(=O)c2c(nc(CN3CCN(c4ccccc4)CC3)n2CCc2ccccc2)n(C)c1=O	4	1	-3	1	0	1	1	-2	-3.0	4
NC(=O)CCC(NS(=O)(=O)c1ccc(Cl)cc1)C(=O)NCC1CCCCC1 (configuration not stated)	1	-6	11	-5	2	10	-1	-4	0.1	3
Cc1ccccc1Cn1c(=N)n(CC(=O)c2ccc([N+](=O)[O-])cc2)c2ccccc21	0	5	7	-1	1	-4	1	1	-2.8	-1
CC(=O)Nc1ccccc1OCCCN1CCC(C(O)(c2ccccc2)c2ccccc2)CC1	-13	0	-2	2	-4	.	4	2	1.0	3
Cc1ccc2c(CC(=O)NCC3(N4CCOCC4)CCCCC3)coc2c1C	-6	0	6	-1	3	-6	-1	-4	1.2	-4
O=C(CS(=O)(=O)c1ccccc1)N(CCCN1CCOCC1)c1nc2c(F)cccc2s1	-2	1	2	8	0	-13	7	0	0.8	9
Cc1nnc(-c2cccc(Br)c2)c2cn(-c3cccc(Br)c3)nc12	2	0	3	-6	-4	-20	2	-4	-2.2	-12
CCc1ccc(C(C(=O)NCc2ccccc2)N(C(=O)c2csnn2)C2CC2)cc1 (configuration not stated)	5	-1	-2	-4	3	-5	0	-5	-2.9	6
COc1ccc(CNC(=O)C(C)Sc2nc3ccccc3c(=O)n2CCCN2CCOCC2)cc1 (configuration not stated)	3	0	-7	0	1	0	-8	-2	-0.2	-4
Cc1ccccc1CCN(C(=O)CN1C(=O)c2ccccc2S1(=O)=O)C(C(=O)NCC1CCCO1)c1ccncc1 (configuration not stated)	2	3	-6	-1	1	-2	0	3	1.2	-3
O=c1c2ccccc2nc2c3ccccc3cnn12	3	-46	7	-7	-1	-2	2	-7	1.1	3
Cc1ccc(C2(C)NC(=O)N(CC(=O)Nc3cc(S(=O)(=O)N4CCCCC4)ccc3OC(C)C)C2=O)cc1 (configuration not stated)	3	1	6	-1	-3	-35	-1	1	-0.5	0
C/C(O)=C(/C=Nc1ccccc1)C(=O)Nc1ccccc1	-6	1	2	-2	-1	-39	1	0	-1.4	-13

In a second layout: 14 of the compounds above
molecule | TCR-CD3 inh | UHRF1 MBD2 ctr | rCAG RNA binder | MBD2 DNA inh | LEDGF integ inh | HTRA1 inh | PRMT1 inh | Rev-erbA mod | PG9 binder | mABHD4 FP
Cc1ccc(C(C)C)cc1OCC(=O)N/N=C/c1ccc2c(c1)OCCO2 | 3 | 2 | 1 | 1 | 1 | -47 | -1 | 0 | -1.9 | -25
Cn1c(=O)c2c(nc(CN3CCN(c4ccccc4)CC3)n2CCc2ccccc2)n(C)c1=O | 4 | 1 | -3 | 1 | 0 | 1 | 1 | -2 | -3.0 | 4
NC(=O)CCC(NS(=O)(=O)c1ccc(Cl)cc1)C(=O)NCC1CCCCC1 (configuration not stated) | 1 | -6 | 11 | -5 | 2 | 10 | -1 | -4 | 0.1 | 3
Cc1ccccc1Cn1c(=N)n(CC(=O)c2ccc([N+](=O)[O-])cc2)c2ccccc21 | 0 | 5 | 7 | -1 | 1 | -4 | 1 | 1 | -2.8 | -1
CC(=O)Nc1ccccc1OCCCN1CCC(C(O)(c2ccccc2)c2ccccc2)CC1 | -13 | 0 | -2 | 2 | -4 | . | 4 | 2 | 1.0 | 3
Cc1ccc2c(CC(=O)NCC3(N4CCOCC4)CCCCC3)coc2c1C | -6 | 0 | 6 | -1 | 3 | -6 | -1 | -4 | 1.2 | -4
O=C(CS(=O)(=O)c1ccccc1)N(CCCN1CCOCC1)c1nc2c(F)cccc2s1 | -2 | 1 | 2 | 8 | 0 | -13 | 7 | 0 | 0.8 | 9
Cc1nnc(-c2cccc(Br)c2)c2cn(-c3cccc(Br)c3)nc12 | 2 | 0 | 3 | -6 | -4 | -20 | 2 | -4 | -2.2 | -12
CCc1ccc(C(C(=O)NCc2ccccc2)N(C(=O)c2csnn2)C2CC2)cc1 (configuration not stated) | 5 | -1 | -2 | -4 | 3 | -5 | 0 | -5 | -2.9 | 6
COc1ccc(CNC(=O)C(C)Sc2nc3ccccc3c(=O)n2CCCN2CCOCC2)cc1 (configuration not stated) | 3 | 0 | -7 | 0 | 1 | 0 | -8 | -2 | -0.2 | -4
Cc1ccccc1CCN(C(=O)CN1C(=O)c2ccccc2S1(=O)=O)C(C(=O)NCC1CCCO1)c1ccncc1 (configuration not stated) | 2 | 3 | -6 | -1 | 1 | -2 | 0 | 3 | 1.2 | -3
O=c1c2ccccc2nc2c3ccccc3cnn12 | 3 | -46 | 7 | -7 | -1 | -2 | 2 | -7 | 1.1 | 3
Cc1ccc(C2(C)NC(=O)N(CC(=O)Nc3cc(S(=O)(=O)N4CCCCC4)ccc3OC(C)C)C2=O)cc1 (configuration not stated) | 3 | 1 | 6 | -1 | -3 | -35 | -1 | 1 | -0.5 | 0
C/C(O)=C(/C=Nc1ccccc1)C(=O)Nc1ccccc1 | -6 | 1 | 2 | -2 | -1 | -39 | 1 | 0 | -1.4 | -13

Only part of the results is shown, so the mix of outcomes need not match the whole.
